Mcl1 Noxa PPI = disrupts binding of human Mcl-1 to Noxa peptide. Q07820. TR-FRET Mcl-1/Noxa peptide binding, 2 h. inhibition, % at 21.7 µM. 220,000 compounds, 1.5% hits. AID 1022;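 active = compounds that cut the protein-peptide binding signal by more than 50% relative to plate controls in a single-dose test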;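 note: His-tagged Mcl-1 with rhodamine Noxa BH3 peptide and terbium anti-His antibody; 0% = Mcl-1 plus Noxa peptide wells and 100% = peptide-only wells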
Rac1 act GTP bind = modulators of GTP binding to human Rac1 activated mutant; P63000; GST-Rac1 activated beads, fluorescent GTP binding, flow cytometry; actives lie on both sides; 100% means binding = to untreated wells; percent activity (GTP binding), % at 10 µM; 190,000 compounds, 0.11% hits; AID 764;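 active = GTP binding at least 20 percentage points away from the 100% baseline, in either direction, so actives lie on both sides; inconclusive = Compound likely fluorescent itself, or too few beads counted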
Rab7 wt modul = dog Rab7 wildtype GTP binding, inhibitors and activators; GST-Rab7 beads, fluorescent GTP binding, flow cytometry; actives lie on both sides; untreated = 100%, excess cold GTP = 0%; GTP binding activity (percent of control), % at 10 µM; 190,000 compounds, 0.055% hits;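 active = fluorescent GTP binding to Rab7 beads changed by at least 20 points from the 100% baseline, either direction, mostly lower; inconclusive = compound itself probably fluorescent, or too few beads counted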;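 note: median green fluorescence of bound Bodipy-FL-GTP per Rab7 bead population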
Mcl-1 Bim block = inhibitors of Bim-Mcl-1 interaction, human. Q07820. Bead-based flow cytometry, Bim peptide-Mcl-1 binding. inhibition, % at 10 µM. 190,000 compounds, 0.1% hits; in the data active = inhibition above about 40%;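 note: 0% = no compound tracer wells and 100% = peptide blocker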
Rac1 wt modul = human Rac1 wildtype GTP binding, inhibitors and activators. P63000. GST-Rac1 beads, fluorescent GTP binding, flow cytometry; actives lie on both sides; 0 = cold GTP competed, 100 = untreated. GTP binding activity (% of control), % at 10 µM. 190,000 compounds, 0.27% hits. AID 757;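 active = GTP binding activity at least 20 points away from the 100% control level, either lower or higher; inconclusive = compound flagged as likely green fluorescent, judged across all proteins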
Mcl1 Bid PPI = disrupts binding of human Mcl-1 to Bid peptide; TR-FRET Mcl-1/Bid-Dy647 peptide binding, 1536-well; Q07820; inhibition, % at 21.7 µM; 220,000 compounds, 0.97% hits;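 active = compounds that cut the binding signal by more than half at the single screening dose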;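 note: His-tagged Mcl-1 with europium anti-His antibody binding Bid BH3 peptide; 0% = Mcl-1 plus peptide wells and 100% = peptide-only wells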
Rab2A wt mod = changes GTP binding to wildtype dog Rab2A, up or down; P61105; GST-Rab2 wt beads, Bodipy-GTP binding, flow cytometry; GTP binding activity, % at 10 µM; 190,000 compounds, 0.19% hits; AID 760;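 active = GTP binding activity at least 20 points away from 100%, either lowered or raised; inconclusive = signal likely due to the compound's own green fluorescence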;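 note: 0% = beads with excess unlabeled GTP and 100% = no-compound control corrected for plate trend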
Cdc42 wt = human Cdc42 wildtype GTP binding change, either direction; GST-Cdc42 beads, Bodipy-GTP binding, flow cytometry; actives lie on both sides; AID 761; percent activity (GTP binding), % at 10 µM; 190,000 compounds, 0.2% hits; P60953;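 active = percent activity GTP binding at least 20 points away from the 100% baseline, either down as inhibitor or up as activator; inconclusive = compound flagged as likely green fluorescent from well-wide comparison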;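 note: median bead fluorescence of bound Bodipy-FL-GTP at 100 nM; 0% = excess unlabeled GTP control and 100% = no compound control; below 100% means less GTP binding so inhibitor and above means activator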
Target sequence (P60953 whole entry, looked up): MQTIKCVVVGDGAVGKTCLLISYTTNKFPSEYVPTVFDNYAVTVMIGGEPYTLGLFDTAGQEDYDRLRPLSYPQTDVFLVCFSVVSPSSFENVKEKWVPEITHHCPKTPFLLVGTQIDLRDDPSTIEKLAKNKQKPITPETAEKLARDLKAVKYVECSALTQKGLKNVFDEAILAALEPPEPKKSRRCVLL
HRas wt GTP bind = changes GTP binding to wildtype human HRas. P01112. GST-Ras wt beads, Bodipy-FL-GTP binding, flow cytometry; actives lie on both sides. GTP binding activity, % at 10 µM. 190,000 compounds, 0.14% hits. AID 759;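 active = GTP binding activity at least 20% away from the 100% baseline, either lowered as inhibitor or raised as activator; inconclusive = flagged as likely green fluorescent, judged across all proteins in the well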;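 note: 0% = unlabeled GTP competition control and 100% = no-compound control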
Target sequence (P01112 whole entry, looked up): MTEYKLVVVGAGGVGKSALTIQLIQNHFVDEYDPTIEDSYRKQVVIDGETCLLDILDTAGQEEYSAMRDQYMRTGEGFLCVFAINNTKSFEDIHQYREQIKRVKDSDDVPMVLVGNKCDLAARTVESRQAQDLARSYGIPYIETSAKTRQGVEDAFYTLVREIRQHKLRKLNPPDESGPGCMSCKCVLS
RGS8-Gao = modulates binding of RGS8 to human Galphao; P09471; multiplexed bead flow cytometry; actives lie on both sides; response (percent of control binding), % at 10 µM; 220,000 compounds, 0.34% hits; AID 1423; in the data active = response below about 60% or above about 140%; inactive = in between;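 note: Galphao activated as the GDP aluminium fluoride complex binding bead-coupled RGS8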
Target sequence (P09471 whole entry, looked up): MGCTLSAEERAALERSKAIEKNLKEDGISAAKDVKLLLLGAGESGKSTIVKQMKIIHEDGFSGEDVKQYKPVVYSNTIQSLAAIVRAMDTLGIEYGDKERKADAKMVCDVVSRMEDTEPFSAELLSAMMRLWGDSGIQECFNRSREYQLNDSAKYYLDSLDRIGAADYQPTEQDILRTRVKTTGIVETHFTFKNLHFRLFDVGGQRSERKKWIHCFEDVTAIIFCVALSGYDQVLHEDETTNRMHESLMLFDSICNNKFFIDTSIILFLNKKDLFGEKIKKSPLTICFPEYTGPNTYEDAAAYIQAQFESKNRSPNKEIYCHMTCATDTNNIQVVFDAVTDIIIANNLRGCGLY
Pf gamet viab = kills late stage P. falciparum gametocytes; P. falciparum stage V gametocytes, ATP luminescence, 24 h; inhibition, % at 10.9 µM; 150,000 compounds, 0.065% hits;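 active = inhibition above the mean plus 3 SD of compounds within the control limits, set per campaign, cut at about 38% in these data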;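 note: 0% = DMSO wells and 100% = medium only without gametocytes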
* marks the source's active call; other numbers are inactive results; ? = inconclusive; / = not tested or not shown. Rows are unselected; any-hit rate near 2.9%.

Order of results: Mcl1 Noxa PPI	Rac1 act GTP bind	Rab7 wt modul	Mcl-1 Bim block	Rac1 wt modul	Mcl1 Bid PPI	Rab2A wt mod	Cdc42 wt	HRas wt GTP bind	RGS8-Gao	Pf gamet viab
COc1ccc(CNC(NC(=O)c2ccccc2)(C(F)(F)F)C(F)(F)F)cc1
 : -1	99	105	-3	103	12	98	98	99	95	18
O=C(CSc1ccc(-c2ccccc2)nn1)c1ccccc1
 : 6	101	100	-3	101	-53	97	97	98	99	3
Cn1c(=O)n(C)c2cc(NS(=O)(=O)c3cccs3)ccc21
 : 15	96	104	-3	104	-21	101	99	101	101	8
COc1ccc(C(=O)CSc2nnc(NC(=O)C3CC(=O)N(c4ccccc4)C3)s2)cc1 (stereo not given)
 : -30	98	98	-4	99	-23	98	100	99	99	-38
O=C(Nc1ccccc1)N1CCn2c1nc1ccccc12
 : -9	92	99	-1	97	-10	96	100	100	99	-16
COc1cc2c(cc1OC)C(C)N(C(=S)Nc1ccccc1)CC2 (stereo not given)
 : 7	99	95	1	102	-37	95	102	96	99	/
COC(=O)c1ccc(NC(=O)CSc2nc3cccnc3n2C)cc1
 : 1	102	102	-10	107	-7	98	101	104	105	/
CCc1ccc(NC(=S)Nc2cccc3cnccc23)cc1
 : 16	91	104	-1	95	-34	96	92	97	101	2
COc1ccc(NC(=O)C2CCCN2S(=O)(=O)c2ccc3c(c2)CCC(=O)N3)c(OC)c1 (stereo not given)
 : 15	100	99	-1	106	-15	103	104	102	103	/
CC(=O)Nc1cccc(NC(=O)C2CCCN2C(=O)Nc2cccc(C)c2)c1 (stereo not given)
 : 10	97	97	-5	100	-7	99	101	100	133	/
CC(=O)Nc1ccc(OCC(=O)NCc2ccc(C)cc2)cc1
 : 0	95	103	2	98	-27	98	95	98	102	-9
O=C(NC1CC1)c1cc(OCC(F)(F)F)ccc1OCC(F)(F)F
 : -11	96	99	0	94	-9	98	96	97	99	-10
O=C(Nc1sc2c(c1C(=O)O)CCCCC2)c1cccs1
 : 16	81	100	0	83	-27	86	83	89	102	/
COc1cc(CNCCO)cc(Cl)c1OCc1ccc(Cl)cc1Cl
 : 28	99	103	0	101	2	99	98	101	105	-14
COc1cc(NC(c2ccccc2)c2ccccc2)cc(OC)c1OC
 : 9	94	107	0	97	-48	97	99	98	101	8

Next results:
Order of results: Mcl1 Noxa PPI	Rac1 act GTP bind	Rab7 wt modul	Mcl-1 Bim block	Rac1 wt modul	Mcl1 Bid PPI	Rab2A wt mod	Cdc42 wt	HRas wt GTP bind	RGS8-Gao	Pf gamet viab
Cc1csc(Nc2ccccc2)n1
 : 13	95	95	1	95	-20	95	97	97	101	/
COc1cccc(OC)c1C(=O)NC(=S)N1CCOCC1
 : -3	95	93	-4	96	-32	96	94	93	100	-2
CCOc1cc(Br)c(Br)c(C=Nc2ccc(NC(C)=O)cc2)c1O
 : 51*	102	110	4	107	6	107	101	105	96	-1
CN1C=CC2=C(C#N)C(N)C(C#N)(C#N)[C@H](c3ccccc3)[C@H]2C1 (stereo not given in full)
 : -17	97	103	-5	109	-23	99	99	103	105	-47
COc1ccc(N2CS(=O)(=O)/C(=C/N(C)C)C2=O)cc1
 : 5	94	98	2	96	-1	94	95	93	105	7
COC(=O)COc1cccc(NC(=O)c2cccs2)c1
 : 21	98	96	1	100	-5	97	99	98	92	/
Cc1cc(Oc2ccc(=O)n(C)n2)nc(=S)[nH]1
 : 1	?	?	2	?	-44	?	?	?	97	/
Cc1cc(N2CCN(S(=O)(=O)c3ccccc3)CC2)c2ccccc2n1
 : -12	100	100	-4	104	2	100	102	101	99	/
CCN(CC)CCn1c(=S)[nH]c2ccc(Br)cc2c1=O
 : 14	94	91	2	93	-37	94	95	93	104	-17
COC(=O)CCC(=O)NNC(=O)c1ccc(Br)cc1
 : 6	97	97	0	96	0	95	96	97	100	/
CCCCNC(=S)N(C)/N=C/c1sc(N2CCCCC2)nc1-c1cccs1
 : 11	97	99	-6	102	-35	97	101	99	74	/
CC1=C(C(=O)OCC2CCCO2)C(c2cccc(O)c2)NC(=O)N1 (stereo not given)
 : -1	102	103	-2	108	-12	102	106	103	102	22
O=C(COc1c(Br)cc(Br)c2cccnc12)N1CCc2ccccc2C1
 : -54	97	97	-1	98	-38	94	91	96	99	/
COCCCNC(=O)/C(C#N)=C/c1ccc(F)cc1
 : -15	96	91	1	95	-21	95	96	95	95	-3
O=c1cc(O)c2ccccc2[nH]1
 : 0	95	100	1	100	-30	97	95	97	110	-19

Additional compounds:
Order of results: Mcl1 Noxa PPI	Rac1 act GTP bind	Rab7 wt modul	Mcl-1 Bim block	Rac1 wt modul	Mcl1 Bid PPI	Rab2A wt mod	Cdc42 wt	HRas wt GTP bind	RGS8-Gao	Pf gamet viab
CCn1c(-c2ccccc2Cl)nn(CC(=O)Nc2ccccc2OC)c1=S
 : -3	96	94	0	97	-16	95	98	98	101	/
COc1cc(/C=C2\N=C(c3c(-c4ccccc4)noc3C)OC2=O)ccc1OC(C)=O
 : 1	94	95	0	95	-19	93	93	96	108	7
CC1(C)CN(c2ccccc2)N(Cc2ccc(F)cc2)C1=O
 : 5	103	95	-2	103	-16	105	105	106	101	2
CCC(C)(C)n1nnnc1C(c1ccc(O)c(OC)c1)N1CCc2ccccc2C1 (stereo not given)
 : 82*	99	103	-4	103	26	105	105	103	98	/
CCC(=O)N/C(=N/c1nc(C)cc(C)n1)Nc1cccc(OC)c1
 : -16	?	?	-1	?	7	?	?	?	89	9
CCn1nnc(NC(=O)c2ccccc2Br)n1
 : 3	97	97	2	98	-1	100	99	99	102	10
O=C(Cn1nc(CNc2ccc(Cl)cc2)[n+]2c1CCCCC2)c1ccc(Cl)cc1
 : 4	101	99	-3	104	-10	100	105	104	104	/
O=C(CCS(=O)(=O)c1cccs1)Nc1ccc(C(=O)NCc2ccc(F)cc2)cc1
 : 16	101	100	-1	110	6	105	107	105	103	4
CC(C)(C)c1ccc(S(=O)(=O)Nc2ccc3c(c2)COC3=O)cc1
 : -6	95	111	-1	102	7	105	96	101	100	-22
CNC(=O)CS(=O)(=O)CC(=O)Nc1cc(OCCOC)c(Cl)cc1Cl
 : 19	97	100	-4	101	-16	99	100	98	98	5
CC1CCN(C(=O)CSc2nnc(CNc3ccc(F)cc3)n2Cc2ccco2)CC1
 : -11	99	105	-1	101	-38	100	101	100	100	0
CC1=C(C(N)=O)C(c2ccccn2)n2nc(-c3ccccc3Cl)nc2N1 (stereo not given)
 : -2	95	102	-7	101	0	100	100	100	96	/
O=c1c2cccnc2[nH]c(=S)n1CCC1=CCCCC1
 : -7	?	?	0	?	-19	?	?	?	99	-5
C#CCOCCOCCOCCNc1nc(N2CCN(C(=O)Cn3cc(CCCN=C(N)N)nn3)CC2)nc(N2CCN(C(=O)[C@H]([C@@H](C)CC)n3cc(CCC(=O)O)nn3)CC2)n1
 : 0	98	96	-3	103	6	99	101	98	100	-23
CC(C)OCCCn1c(-c2ccco2)nc2nc3ccccc3nc21
 : 23	101	100	0	105	-11	102	104	103	99	14

The listing continues.
Order of results: Mcl1 Noxa PPI	Rac1 act GTP bind	Rab7 wt modul	Mcl-1 Bim block	Rac1 wt modul	Mcl1 Bid PPI	Rab2A wt mod	Cdc42 wt	HRas wt GTP bind	RGS8-Gao	Pf gamet viab
COc1ccc(Cl)cc1NC(=O)C(C)N1CCN(C/C=C/c2ccccc2)CC1 (stereo not given)
 : 28	98	100	-5	99	51*	101	100	98	105	-66
CC(=O)c1c(N2CCN(c3cccc(Cl)c3)CC2)nc(=S)n(-c2ccccc2)c1C
 : 13	101	99	-2	103	-31	100	102	101	94	/
COc1ccc(N2C(=O)CC(Nc3cccc(C(C)=O)c3)C2=O)cc1OC (stereo not given)
 : -4	97	104	-3	99	-46	104	104	103	101	2
Cc1cccc(C(C)C)c1-n1nnnc1-c1ccccc1
 : -8	96	99	-1	103	3	98	98	100	101	6
Cc1noc2ncnc(Oc3ccccc3)c12
 : 14	100	97	1	106	-6	101	103	102	100	-14
C=CCn1c(-c2cc(OC)c(OC)c(OC)c2)n[nH]c1=S
 : 16	101	96	1	103	-67	99	102	102	101	/
O=C(CCSCc1ccccc1)Nc1ccc2c(c1)OCCO2
 : -1	96	106	2	98	-14	99	96	99	114	-8
N#CCCN1CCN(S(=O)(=O)c2ccc(S(=O)(=O)NC3CCCCC3)cc2)CC1
 : 49	100	104	-2	104	-16	100	101	100	103	/
Cn1c(=O)c2c(ncn2CC(=O)OCC(=O)Nc2ccc(Cl)cc2Cl)n(C)c1=O
 : 11	102	105	-4	103	-22	100	104	102	104	-15
Cc1ccc(NNC(=O)C(O)(c2cccc(C(F)(F)F)c2)c2cccc(C(F)(F)F)c2)cc1
 : -7	99	96	-2	108	-6	99	100	100	104	4
O=C(NCc1ccncc1)C(=O)NCC(c1ccco1)N1CCN(c2ccccc2)CC1 (stereo not given)
 : 9	94	104	-1	93	-26	98	92	96	100	3
